DT40 TDP1 CPT: qHTS for Inhibitors of human tyrosyl-DNA phosphodiesterase 1 (TDP1): qHTS in cells in presence of CPT; chicken DT40 Tdp1-/-;hTDP1 cells + 20 nM CPT, ATP luminescence, 48 h; Potency, µM (doses to about 46.2 µM), for inactives: at the top dose activity change, negative = growth inhibition, actives largely listed as inhibitors; 420,000 compounds, 12% hits; active means well fitted inhibition curve with a large enough effect; inconclusive means small, poorly fitted or top-dose-only effect; further: nearly all actives have a fitted effect of over 55% in size
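Cell growth measured by CellTiter-Glo luminescence after a minimum 48 h, 37 C compound exposure with 20 nM CPT in Tdp1-knockout DT40 cells stably expressing hTDP1, seeded 400/well; qHTS titration format.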
* marks the source's active call; other numbers are inactive results; u = inconclusive; [ ] = another dose, or the depositor's remark. On the % scale 0 is the no-effect control and ±100 the full control effect; potency means the concentration at half of the fitted maximal effect. The list is partial; rates above refer to the full screens.

SMILES | DT40 TDP1 CPT
C[C@H](CO)N1C[C@H](C)[C@H](CN(C)C(=O)Nc2cccc(F)c2)Oc2cc(C#CC3(O)CCCC3)ccc2S1(=O)=O | 2.0%
CO[C@@H]1[C@@H](O[C@@H]2O[C@H](C)[C@@H](O[C@H]3C[C@@](C)(O)[C@@H](OC(=O)CC(C)C)[C@H](C)O3)[C@H](N(C)C)[C@H]2O)[C@@H](CC=O)C[C@@H](C)[C@@H](O)/C=C/C=C/C[C@@H](C)OC(=O)C[C@H]1O | 6.68µM*
CC(C)(C)N1C(=O)c2ccccc2NC(=O)C1C(=O)NCCc1ccccc1 (stereo not given) | 0.6%
Cc1cccc(C(=O)NNC(=O)C2CCCCC2)c1O | u
CCOC1=C2[C@@H](CN(S(=O)(=O)c3ccc(C)cc3)[C@H]2c2cccc3ccccc23)[C@H]2C(=O)N(c3ccccc3)C(=O)[C@H]2C1 | 0.7%
COc1ccc(C2=Nc3ccccc3N(C(=O)c3ccc(C(F)(F)F)cc3)C2C(=O)Nc2ccc3c(c2)OCCO3)cc1 (stereo not given) | 6.7%
Cc1ccc(-c2csc(C(O)c3ccc(F)cc3)n2)cc1C (stereo not given) | u
Cc1ccc(C(=O)N2CCOc3ccc(CN4CCN(Cc5ccccn5)CC4)cc3C2)cc1 | -0.9%[9.04 µM]
COc1ccc(CC(N)c2csc(Nc3cc(Oc4ccccc4)ncn3)n2)cc1 (stereo not given) | 16.4µM*
Cc1ccc(Cc2c(C3CCCCC3)nc3c(C)cc(Br)cn23)cc1 | u
COc1cc(=O)n2c(c1C(=O)N(C)Cc1nonc1C)CCN(Cc1ccc(F)cc1)CC2 | 5.6%[9.04 µM]
CN(Cc1ccccc1)C(=O)[C@@H]1CCCN1C(=O)[C@@H]1CCCN1C(=O)c1cccc2ccccc12 | u
COc1cc(=O)n2c(c1C(=O)NC(C)c1ccco1)CCN(C(=O)c1ccnc(Cl)c1)CC2 (stereo not given) | 14.9%[9.04 µM]
COc1cccc(C(NC(C)=O)c2nc(-c3ccc(N(C)C)cc3)cs2)c1 (stereo not given) | u
COc1cc(CNC(=O)c2cc(-c3cc(Cl)ccc3C)n[nH]2)cc(OC)c1 | 25.9µM*
CC(C)CN(C(=O)C1=COCCO1)c1c(N)n(Cc2ccccc2)c(=O)[nH]c1=O | 3.0%
Cc1occc1C(=O)Nc1cccc(-c2nc(CNC(=O)c3cc(-c4ccccc4)n[nH]3)c(C)o2)c1 | u
CCN(CC)CCN(C)C(=O)c1ccc(-c2ccccc2)nc1N(C)C | -2.2%[9.04 µM]
COc1ccc(CN2CC[C@@H]3CN(C(C)=O)[C@H](c4ccccc4Br)C[C@@H]32)cc1 | u
CC1(C(=O)NS(=O)(=O)c2ccccc2Cl)CCN1C(=O)Cc1cccs1 (stereo not given) | -2.9%
COc1cc(-c2cc(C)c3cccc(OC)c3n2)cc2c1OCCN(C(=O)CC1NC(=O)c3ccccc31)C2 (stereo not given) | -13.8%[9.04 µM]
Cc1ccc(S(=O)(=O)N2CCCCC2)cc1NC(=O)COC(=O)C1CC1 | 3.1%
C/C(CC(=O)Nc1ccc(N(C)C)cc1)=N\NC(=O)c1ccccc1Cl | -2.6%
COC(=O)[C@@]12C[C@@H](CC(=O)NCc3cccc(C(F)(F)F)c3)C(=O)N(CCc3ccc(OC)c(OC)c3)C1=CCC(C)(C)C2 | 9.2µM*
CCCCN1C(=O)C(CC(=O)NC2CC2)CC(C(=O)N(C(C)C)C(C)C)=C1C (stereo not given) | 10.3%
O=C1C(=Cc2cn(-c3ccccc3)nc2-c2ccc(OCc3ccccc3F)cc2)SC(=S)N1CCS(=O)(=O)O | u
C(=C\c1ccccc1)/CN1CCN(C(c2nnnn2C2CCCC2)C2CC2)CC1 (stereo not given) | 18.4µM*
OC[C@@H]1CN(CCN2CCOCC2)C[C@H](n2cnc3c(NC4CCC4)ncnc32)O1 | -7.5%
O=C(NCc1ccccc1)C(C1CC1)n1c(=O)c(-c2cc3ccccc3[nH]2)nc2ccccc21 (stereo not given) | u
CCCCOCCCNC(=O)C[C@@H]1C[C@@]2(C(=O)OC)CCCCC=C2N(CCc2ccc(OC)c(OC)c2)C1=O | u

As a short view, four of the compounds above:
SMILES | DT40 TDP1 CPT
C(=C\c1ccccc1)/CN1CCN(C(c2nnnn2C2CCCC2)C2CC2)CC1 (stereo not given) | 18.4µM*
OC[C@@H]1CN(CCN2CCOCC2)C[C@H](n2cnc3c(NC4CCC4)ncnc32)O1 | -7.5%
O=C(NCc1ccccc1)C(C1CC1)n1c(=O)c(-c2cc3ccccc3[nH]2)nc2ccccc21 (stereo not given) | u
CCCCOCCCNC(=O)C[C@@H]1C[C@@]2(C(=O)OC)CCCCC=C2N(CCc2ccc(OC)c(OC)c2)C1=O | u

Carrying on:
SMILES | DT40 TDP1 CPT
O=C(Nc1ccc2c(c1)OCO2)c1ccc2sc([C@@H]3O[C@H](CO)[C@H](O)[C@H](O)[C@H]3O)nc2c1 | u
COCCN1C[C@@H](CO)O[C@@H](n2cnc3c(NCCO)ncnc32)C1 | -11.5%
CC(=O)Nc1cc(-c2cccc(CO)c2)cn2c(-c3ccc(F)cc3)cnc12 | 23.1µM*
COCCc1ccc(OC2(C)CCN(Cc3ccc(OC)c4ccccc34)C2)cc1 (stereo not given) | u
CC1(c2nnnn2Cc2ccccc2)CCC(=O)N1CC1CCCCC1 (stereo not given) | u
NC(c1csc(NC(=O)Nc2ccccc2)n1)C1CCCCC1 (stereo not given) | u
COCCNC(=O)C1(C)CCN(C(=O)c2cccnc2Oc2ccccc2)C1 (stereo not given) | 4.7%
Cc1ccc(-c2nc3ccc(C)cn3c2Cc2ccccc2C(F)(F)F)cc1 | 29.1µM*
COc1ccc(S(=O)(=O)NC(=O)C2(C)CCN2C(=O)c2c(C)noc2C)cc1 (stereo not given) | -1.2%
C[C@@H]1CN([C@H](C)CO)S(=O)(=O)c2ccc(-c3ccc(C#N)cc3)cc2O[C@H]1CN(C)C(=O)Nc1cc(F)ccc1F | 6.51µM*

Going on with the list.
compound	DT40 TDP1 CPT
CS(=O)(=O)c1ccc(-c2csc(C(O)c3cccc(Cl)c3)n2)cc1 (stereo not given)	u
CNC[C@@H]1CC[C@@H](N)[C@@H](O[C@H]2[C@H](O)[C@@H](O[C@H]3OC[C@](C)(O)[C@H](NC)[C@H]3O)[C@H](N)C[C@@H]2N)O1	4.1%
CC(C)Oc1ccc(F)cc1-c1cc(C(=O)NC2CCCCC2)[nH]n1	u
Cc1ccccn1	-2.4%
Cc1ccc(S(=O)(=O)Nc2ccc(Cl)cc2O)cc1	u
CC(=O)OCC(=O)[C@@]1(O)CCC2C3CCC4=CC(=O)CC[C@]4(C)C3[C@@H](O)C[C@@]21C (stereo not given in full)	u
CC(C)c1c(C(=O)NCC2(N3CCCCC3)CCCC2)cnn1-c1nccc(-c2ccco2)n1	10.9%[9.04 µM]
CCCCCCCCN1C(=O)[C@H](CC(=O)NCc2ccc(OC)c(OC)c2)C[C@@]2(C(=O)OC)CCCCC=C12	u
O=C(Cc1cccc2ccccc12)NCC(=O)N1CCN(CC(=O)Nc2ccc(F)cc2)CC1	u
c1ccc(COc2ncnc3c2ncn3CCCN2CCN(c3ncccn3)CC2)cc1	u
Cc1ccc2ccc(C(Nc3ccccc3)c3ccc(C(C)C)cc3)c(O)c2n1 (stereo not given)	14.6µM*
CC(C)(C)c1ccc(CC(=O)N2CCC2(C)C(=O)NCCC#N)cc1 (stereo not given)	u
CC1(C(=O)NCC2CCOCC2)Cc2c(-c3cccc(C(F)(F)F)c3)ccnc2O1 (stereo not given)	5.17µM*
COc1ccc(NC(=O)CCn2c(=S)[nH]c3ccccc3c2=O)cc1Cl	-2.3%
Cc1ccc(Cl)cc1N1C(=O)CC(Sc2ccccc2N)C1=O (stereo not given)	14.4%
COc1ccc(C=C2NC(=O)NC2=O)cc1O	0.7%
COc1ccc(-c2c(C#N)cnc(C)c2C)c(O)c1OC	19.2%
CCCCNC(=O)C1(C)CCCCN1C(=O)c1ccc2ccccc2n1 (stereo not given)	u
COCCNC(=O)C1Cc2c(-c3ccc(NC(C)=O)cc3)ccnc2O1 (stereo not given)	u
COc1ccccc1N1CCN(c2nc(CNC(=O)c3cc(C)oc3C)nc3ccccc23)CC1	-19.9%[9.04 µM]
COCCNc1ncnc2c1ncn2[C@H]1CN(Cc2ccc(F)cc2)C[C@@H](CO)O1	-17.8%
CC(=O)c1ccc(C(=O)NCC2Cc3cccc(-c4ncccn4)c3O2)cc1 (stereo not given)	2.6%[9.04 µM]
COc1cc(Cl)ccc1OC1(C)CCN(Cc2ccc(SC)cc2)C1 (stereo not given)	13µM*
Cc1cccnc1C(NC(=O)C1CCN(Cc2cn(C)c3ccccc23)CC1)c1ccc(Cl)cc1 (stereo not given)	4.61µM*
COc1ccc(CN2C(=O)CCC2(C)c2nnnn2C2CCCCC2)cc1 (stereo not given)	-30.1%

In the list so far, these contain a tert-butyl group:
compound	DT40 TDP1 CPT
CC(C)(C)N1C(=O)c2ccccc2NC(=O)C1C(=O)NCCc1ccccc1 (stereo not given)	0.6%
CC(C)(C)c1ccc(CC(=O)N2CCC2(C)C(=O)NCCC#N)cc1 (stereo not given)	u

Next part.
compound	DT40 TDP1 CPT
COC(=O)[C@]12CCCCC=C1N(CCC1=CCCCC1)C(=O)[C@H](CC(=O)NCCCN1CCCC1=O)C2	u
C[C@@H]1CN([C@@H](C)CO)C(=O)CCCn2nncc2CO[C@H]1CN(C)C(=O)c1ccncc1	1.7%
COC(=O)c1ccc2c(=O)n(CCN3CCOCC3)c(SCC(=O)Nc3ccccc3OC)nc2c1	u
CCCCNC(=O)C1(C)CCCCN1C(=O)c1c(C)noc1C (stereo not given)	-2.2%
CC1OC(=O)c2cc3ccccc3nc21 (stereo not given)	3.0%
O=C(NC1CCCC1)C1c2ccccc2OCC(=O)N1Cc1ccco1 (stereo not given)	0.7%
C[C@H]1CN([C@@H](C)CO)S(=O)(=O)c2ccc(Br)cc2O[C@@H]1CN(C)C(=O)Cc1cccnc1	16.1%
CCc1nc2c(OCc3cccc(OC)c3)cccn2c1N(C)C(=O)c1ccccc1F	u
Cc1cc(=O)n2c(nc3ccccc32)s1	-19.4%
COc1ccc(N2CCN(C(c3ccccc3)c3nnnn3C(C)(C)C)CC2)cc1 (stereo not given)	-6.0%
O=C(Nc1nc(OCC(F)(F)F)cnc1/C=C\c1ccccc1)c1ccsc1	23.1µM*
CC12CCC(C1)C(C)(C)C2=O (stereo not given)	-27.4%
O=C(Nc1ccccc1)C1Cc2c(-c3ccccc3Oc3ccccc3)ccnc2O1 (stereo not given)	u
Cc1ccc(C(=O)Nc2ccccc2C(=O)N2CC(C)OC(C)C2)cc1 (stereo not given)	-26.2%
COC(=O)C[C@@H]1CC[C@H](NC(=O)Cc2ccccn2)[C@@H](CO)O1	1.0%
Cc1ccc(Cl)cc1-c1cc(C(=O)NCc2ccccc2)[nH]n1	-29.1%
Cc1noc(C)c1NC(=O)N(C)C[C@H]1OCCCC[C@@H](C)Oc2ccc(NS(=O)(=O)c3ccccc3)cc2C(=O)N([C@H](C)CO)C[C@@H]1C	-22.3%
CCc1nc2ccc(C(=O)N3CCN(C(C)=O)CC3)cn2c1N(CCC(C)C)CCN(C)C	-12.6%
O=C(/C=C1\OCc2ccccc21)OCc1ccccc1	u
Cc1cc(C)cc(CC(=O)N2CCC2(C)C(=O)NS(=O)(=O)c2ccccc2)c1 (stereo not given)	-10.5%
C[C@@H]1CN([C@H](C)CO)C(=O)CCCn2nncc2CO[C@@H]1CN(C)S(=O)(=O)c1ccc2c(c1)OCCCO2	-11.0%
Cc1ccc(CN2CCC[C@]3(N[C@H](c4ccccc4)[C@@H]4C(=O)N(C)C(=O)[C@@H]43)C2=O)cc1	-0.3%
CCOC(=O)C1(C)CCCN1C(=O)c1csnn1 (stereo not given)	-11.0%
CCOC(=O)[C@@H](NC(=O)CC[C@H]1O[C@@H](n2ccc(=O)[nH]c2=O)[C@H](O)[C@@H]1O)C(C)C	-0.6%
CC1(C(=O)NS(=O)(=O)c2ccc(Cl)s2)CCN1C(=O)Cc1ccccc1Cl (stereo not given)	-26.9%
Cc1ccc(C(=O)Nc2cccc(-c3nc(CNC(=O)c4cccc(C)c4C)c(C)o3)c2)s1	23.1µM*
O=C1CC[C@H](C(=O)N2CCCCC2)N1	-22.6%
CC1(C(=O)NS(=O)(=O)C2CC2)CCN(C(=O)c2cc(F)cc(F)c2)C1 (stereo not given)	5.8%
Cc1ccc(S(=O)(=O)/N=C2\C=C(NS(=O)(=O)c3ccc(C)cc3)C(=O)c3ccccc32)cc1	23.1µM*
COc1cccc(CNc2nc3cc(-c4ccc(C(=O)N5CCN(C)CC5)cc4)sc3c(=O)n2C)c1	20.6µM*
C[C@H](CO)N1C[C@H](C)[C@H](CN(C)C(=O)Nc2ccc(-c3cccs3)cc2)OCc2cnnn2CCCC1=O	-9.5%
CC(C)c1cccc(-c2csc(C(O)c3ccccc3)n2)c1 (stereo not given)	u
COc1ccc(CC(=O)N2CCC(C)(C(=O)NS(=O)(=O)C3CC3)C2)cc1OC (stereo not given)	1.6%
CCCCCCCCCCCC(=O)N(CCO)CCO	u
O=C(CCCN1CCC(C(O)c2ccc(F)cc2)CC1)c1ccc(F)cc1 (stereo not given)	-28.8%
O=C(NCCO)OC1CC2CC1[C@H]1CCCCN1C2=O (stereo not given in full)	3.7%
Cc1ccc(C(=O)OCC(=O)Nc2ccc(C)c(S(=O)(=O)N3CCCCC3)c2)o1	-28.5%
Cc1cccc(C)c1-n1nnnc1C1(C)CCC(=O)N1Cc1cccs1 (stereo not given)	-21.4%

Screening results: PubChem BioAssay, National Center for Advancing Translational Sciences (NCATS)
